High-throughput results deposited in PubChem by National Center for Advancing Translational Sciences (NCATS).
Rab9 promoter act = Rab9 promoter activation | Potency, µM (series often up to 9.22 µM), without a hit: at the highest dose activation, negative = inhibition, most hits filed as activators | hit rate 2.8% among 320,000 | Huh7 Rab9 promoter-luciferase reporter, luminescence, 24 h; also: potency is read from the fitted curve at half-maximal effect; % of control where 0% means no effect; nearly all actives have a fitted effect of over 60% in size
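Stable Rab9-luc Huh7, 1500 cells/well, 2 h settle; cmpd in DMSO, 24 h, 37 °C/5% CO2; luciferase reagent 10 min RT; luminescence.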
FLuc modulator = firefly luciferase modulation, counter-screen for miR-21 project; purified FLuc, Km substrates, luminescence inhibition; P08659; Potency, µM (doses to about 57.5 µM), inactives show top-dose activity change, negative = inhibition, usual class: inhibitors; hit rate 6.9% among 360,000;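 also: potency is read from the fitted curve at half-maximal effect; plate controls were vehicle for no effect and reference inhibitor for full effect; nearly all actives have a fitted effect of over 55% in size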
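Purified P. pyralis luciferase (10nM final) with 10uM D-luciferin and 10uM ATP (Km levels) in 50mM Tris acetate pH 7.5, 10mM Mg acetate, 0.01% Tween-20, 0.05% BSA; qHTS 6-point titration, ~60 µM downward; luminescence read.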
Gal4-VP16 FLuc = inhibits Gal4-VP16 luciferase reporter, ROR gamma counter-screen; AID 2546; hit rate 3.5% among 310,000; Drosophila S2 Gal4-VP16 UAS-luciferase, luminescence, 20 h; Potency, µM (titrated, usually from 53.6 µM), without a hit: at the highest dose activity, negative = inhibition, actives largely listed as inhibitors;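 also: Gal4-VP16 expression switched on by copper sulfate through the metallothionein promoter; potency is read from the fitted curve at half-maximal effect; % is scaled to controls: 0 for no effect and ±100 for the full control effect; nearly all actives have a fitted effect of over 50% in size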
PKM2 activator = increases activity of human pyruvate kinase M2; purified PKM2, Kinase-Glo ATP luminescence, activation; response scale: 0% is enzyme alone, no compound; hit rate 0.34% among 260,000; Potency, µM (titrated, usually from 57.5 µM), inactives show top-dose activation, hits mostly activators; AID 1631; also: potency is read from the fitted curve at half-maximal effect; % is scaled to controls: 0 for no effect and ±100 for the full control effect; nearly all actives have a fitted effect of over 55% in size
Target sequence (P14618 whole entry, looked up): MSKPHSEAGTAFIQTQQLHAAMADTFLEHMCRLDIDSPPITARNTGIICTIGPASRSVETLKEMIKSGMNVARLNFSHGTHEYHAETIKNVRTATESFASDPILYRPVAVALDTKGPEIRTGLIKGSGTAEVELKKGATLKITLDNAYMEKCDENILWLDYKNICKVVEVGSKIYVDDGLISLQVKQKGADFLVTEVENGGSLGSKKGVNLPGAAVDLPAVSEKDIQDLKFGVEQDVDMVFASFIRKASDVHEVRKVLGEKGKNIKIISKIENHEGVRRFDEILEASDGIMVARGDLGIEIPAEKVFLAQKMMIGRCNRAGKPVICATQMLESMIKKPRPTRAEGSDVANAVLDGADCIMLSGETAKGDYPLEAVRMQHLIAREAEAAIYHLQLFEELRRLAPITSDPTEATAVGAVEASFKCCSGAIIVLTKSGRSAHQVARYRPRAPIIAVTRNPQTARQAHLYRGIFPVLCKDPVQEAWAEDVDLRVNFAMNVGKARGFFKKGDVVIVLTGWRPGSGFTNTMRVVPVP
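Purified hPK-M2 (>95%) run at intermediate activity with 0.1 mM ADP and 0.5 mM PEP in 50 mM imidazole pH 7.2, KCl, MgCl2; 1 h room temperature. ATP formed read by Kinase-Glo luminescence; normalized to uninhibited and no-enzyme controls.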
BRCA1 expr act = increases BRCA1 expression; MCF7-BRCA1-FFLuc reporter, luminescence, 48 h; response scale: scaled: vehicle 0%, 10 µM genistein 100%; Potency, µM (doses to about 46.1 µM), inactives show at the highest dose activation, most hits filed as activators; hit rate 1.1% among 380,000; also: potency is read from the fitted curve at half-maximal effect; nearly all actives have a fitted effect of over 80% in size; some results filed as inactive show a strong effect at the top dose
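First, MCF7-BRCA1-FFLuc cells (2000/well) attach for 2 h; next, compounds are pin-added and incubated 48 h at 37 °C; finally, luciferase reagent is added and luminescence read after 15 min.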
Giardia killer = Giardia lamblia killing; AID 540267; Giardia lamblia trophozoite viability; activity change, % at 7.66 µM, hits read low; hit rate 0.15% among 340,000; in the data active = activity change below about -80%; inconclusive = between about -30% and that limit;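 also: parasites exposed to compound for two days anaerobically before the ATP read; % is scaled to controls: 0 for no effect and ±100 for the full control effect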
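Trophozoites 100 cells/well + cpd; 48 hrs, 37 deg C, anaerobic. ATPLite 1-Step added, 15-30 min RT, luminescence read (ATP-based viability).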
RORg inh = ROR gamma (mouse) transcription inhibition | P51450 | Drosophila S2 Gal4-RORgamma UAS-luciferase reporter, 20 h | Potency, µM (top dose mostly 53.6 µM), inactives show at the highest dose activity change, negative = inhibition, actives largely listed as inhibitors | hit rate 5.4% among 310,000 | AID 2551; also: potency is read from the fitted curve at half-maximal effect; % is scaled to controls: 0 for no effect and ±100 for the full control effect; nearly all actives have a fitted effect of over 60% in size
Target sequence (P51450 whole entry, looked up, the tested form may be a part): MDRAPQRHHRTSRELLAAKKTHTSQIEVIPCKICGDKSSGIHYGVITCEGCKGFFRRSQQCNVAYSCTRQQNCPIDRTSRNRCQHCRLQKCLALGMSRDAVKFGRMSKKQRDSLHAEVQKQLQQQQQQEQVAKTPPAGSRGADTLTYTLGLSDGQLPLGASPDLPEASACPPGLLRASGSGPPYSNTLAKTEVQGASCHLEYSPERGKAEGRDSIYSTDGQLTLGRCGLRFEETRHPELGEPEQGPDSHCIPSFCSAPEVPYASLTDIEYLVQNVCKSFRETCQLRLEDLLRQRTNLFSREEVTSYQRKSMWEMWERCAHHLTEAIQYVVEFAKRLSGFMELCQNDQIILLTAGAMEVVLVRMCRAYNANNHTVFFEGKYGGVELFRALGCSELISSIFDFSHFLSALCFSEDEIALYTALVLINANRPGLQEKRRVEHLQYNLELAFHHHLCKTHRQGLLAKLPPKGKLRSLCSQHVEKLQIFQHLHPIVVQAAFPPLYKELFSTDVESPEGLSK
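Luciferase reporter read in Schneider cells carrying Gal4-RORγ (mouse) and UAS-Photinus luciferase; cells given compound 1 h before 700 uM copper sulfate induction, then incubated 20 h at ambient temperature.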
ELG1 genotoxic = genotoxicity induction in ELG1-luciferase HEK293T cells. Potency, µM (highest dose often 46 µM), for the others: at the top dose activity change, positive = activation, actives largely listed as activators. HEK293T ELG1-luciferase reporter, luminescence, 16 h. hit rate 1.3% among 330,000; also: potency is read from the fitted curve at half-maximal effect; % of control where 0% means no effect; nearly all actives have a fitted effect of over 60% in size
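Genotoxic stress is detected as increased luminescence from luciferase-tagged ELG1 in HEK293T cells, measured with ONE-Glo after a 16 hr treatment at 37 °C.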
p53 reactivation = restores transcriptional activity of mutant p53. H1299 p53-A138V BP100-luciferase reporter, luminescence, 24 h. Potency, µM (series often up to 92.2 µM), for the others: at the top dose activity change, positive = activation, most hits filed as activators. hit rate 0.063% among 320,000. AID 504706; also: potency is read from the fitted curve at half-maximal effect; % of control where 0% means no effect; nearly all actives have a fitted effect of over 45% in size
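p53-null H1299 cells stably carrying temperature-sensitive p53-A138V and a BP100-luciferase reporter were pinned with compounds (4-point, 1:5 series) and held 24 hrs at 37 deg C. Luminescence was read 10 min after detection reagent.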
Menin MLL FP TR = menin-MLL binding inhibition, Texas Red mutant peptide. Menin + Texas Red MLL mutant peptide, fluorescence polarization. Potency, µM (highest dose often 61.6 µM), for the others: top-dose FP activity change, negative = inhibition, usual class: inhibitors. hit rate 0.23% among 270,000. AID 1768; active = well fitted inhibition curve with a large enough effect in the polarisation, with a control signal flat, not every such curve was filed as active; inconclusive = small, poorly fitted or top-dose-only effect, or effect the other way, or a change in a side signal; inactive = no such curve, though single readings can be large or run the other way; the % refers to the polarisation; also: potency is read from the fitted curve at half-maximal effect; % of control where 0% means no effect; many of its hits are not listed in these tables
NPC1 prom act = activates the NPC1 promoter; Huh7 NPC1 promoter luciferase reporter, 24 h; Potency, µM (titrated, usually from 9.22 µM), for inactives: at the top dose activation, hits mostly activators; hit rate 2.4% among 320,000; AID 485313;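 also: potency is read from the fitted curve at half-maximal effect; % of control where 0% means no effect; nearly all actives have a fitted effect of over 60% in size; reporter is driven by a mutant NPC1 promoter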
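Quantitative HTS used a cell-based reporter: Huh7 cells stably bearing the NPC1 promoter upstream of luciferase were treated with compounds for 24 h, and promoter activation was read as luminescence.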
Starred values were filed as active, the others as inactive; ? = inconclusive; . = not tested or not shown; & = joins results of further samples; [ ] = remark or other dose. Unless noted, calls follow the shape of the dose curve; as a rule, active = well fitted curve in the direction sought with a large enough effect; inconclusive = small, poorly fitted or top-dose-only effect, or another doubt; inactive = no such curve, though single readings can be large; an effect the other way counts as inactive or inconclusive.

no.	SMILES	Rab9 promoter act	FLuc modulator	Gal4-VP16 FLuc	PKM2 activator	BRCA1 expr act	Giardia killer	RORg inh	ELG1 genotoxic	p53 reactivation	Menin MLL FP TR	NPC1 prom act
1	COc1ccc(/C(C)=N/NC(=O)c2ccc(CSc3nncn3C)cc2)cc1	-2%	-11%	21%	4%	11%	3	3%	6%	2%	4%	-2%
2	Cn1cc(-c2ccccc2C(N)=O)c(=O)c2cc(Cl)ccc21	-5%	-2%	-1%	7%	-5%	3	10%	4%	4%	-13%	1%
3	CC(=O)N(CCCc1ccc(C(C)(C)C)cc1)CCCN(C)C	3%	2%	0%	2%	-28%	-4	0%[10 µM]	0%	7%	4%	-1%
4	Brc1ccccc1-c1nnc(-c2cccnc2)o1	?	15µM*	1%	-1%	88%	1	11%	18µM*	?	-22%	?
5	CCOc1ccc2c(c1)C(C)=CC(C)(C)N2S(=O)(=O)c1ccc(C)cc1	-27%	1%	?	-4%	-57%	-11	4µM*	6%	17%	-11%	-18%
6	COc1ccc(OC)c(CNCc2ccc3c(c2)OCO3)c1	-1%	1%	-5%	.	-26%	-12	11%	-5%	-3%	-26%	-2%
7	CC(N=c1ccccn1C(=O)Nc1ccc(F)cc1)c1ccco1 (stereo not drawn)	5%	-19%	-1%	0%	25%	-1	14%	1%	3%	0%	11%
8	CCOC(=O)[C@@H]1[C@H]2COc3ccc(Br)cc3[C@H]2N2C(=O)N(c3ccc(F)cc3)C(=O)[C@@]12C	-3%	0%	6%	-14%	2%	20	-21%	-1%	10%	7%	-8%
9	N#Cc1ccc(OCC(=O)N2CCN(S(=O)(=O)c3cccs3)CC2)cc1	-3%	4%	2%	18µM*	-21%	-18	13%	-9%	0%	13%	3%
10	COc1ccc(OS(=O)(=O)Cc2ccccc2)cc1	21%	?	-12%	.	?	-1	-2%	12%	11%	19%	2%
11	CC1CCN(CCCCOc2ccc(F)cc2)CC1	-1%	-1%	-8%	.	-16%	-12	0%	-7%	-2%	-26%	-2%
12	Cc1ccc(NC(=O)/C=C/c2ccc3c(c2)OCO3)cc1S(=O)(=O)N1CCOCC1	-17%	11µM*	?	2%	-16%	17	?	-11%	16%	?	-3%
13	CCOc1ccccc1NC(=O)NCCCCc1ccccc1	-1%	-19%	2%	-3%	31%	-15	-16%	0%	3%	-16%	14%
14	Cc1cc(C)c(C)c(S(=O)(=O)N2C(=S)NC(=O)C2CC(C)C)c1C (stereo not drawn)	0%	1%	-20%	0%	-33%	-7	0%	-4%	5%	32%[activator]	1%
15	CCOc1ccc(OCC)c(NC(=O)C2CCCN(S(=O)(=O)c3cccs3)C2)c1 (stereo not drawn)	1%	9%	-20%	2%	-35%	-10	40%	0%	-6%	13%	-4%
16	CC(=O)NC1=NN(C(C)=O)C2(CCCCC2)S1	-5%	3%	6%	-7%	-9%	34[activator]	?	12%	-10%	16%	1%
17	CN1CCCCc2c1nc1c(c2N)CCCC1	-4%	-2%	-1%	12%	2%	8	-32%	-3%	-5%	3%	-1%
18	Cc1sc2ncnc(N)c2c1C	5%	-3%	-10%	-23%	10%	-6	23%	-2%	2%	.	4%
19	CC1CCN(c2nc3c(c(=O)[nH]c(=O)n3C)n2CCCc2ccccc2)CC1	-3%	-2%	-13%	1%	0%	2	-45%	-8%	?	?	1%
20	CCN(CC)S(=O)(=O)c1ccc(OC)c(NS(=O)(=O)Cc2ccccc2)c1	2%	1%	-3%	1%	-18%	-8	3%	-4%	.	1%	-6%

The list continues:
no.	SMILES	Rab9 promoter act	FLuc modulator	Gal4-VP16 FLuc	PKM2 activator	BRCA1 expr act	Giardia killer	RORg inh	ELG1 genotoxic	p53 reactivation	Menin MLL FP TR	NPC1 prom act
21	CCOc1ccc(NC(=O)CN2CCN(CC(=O)Nc3cc(OC)cc(OC)c3)CC2)cc1	-1%	4%	9%	-2%	4%	4	-20%	2%	-3%	2%	-1%
22	CCOc1ccccc1NC(=O)C1CCCN(C(=O)NCc2ccccc2)C1 (stereo not drawn)	0%	-1%	.	0%	-7%	2	-29%[0.365 µM]	-2%	12%	1%	4%
23	CC(=O)N1[C@H](Cc2ccccc2)C=C[C@]1(C)C(=O)NCCN1CCOCC1	0%	0%	?	1%&-4%	24%	5	10%&-8%	10%	.	-6%&-14%	-2%
24	CCOC(=O)C1=C(C)N(CC(C)C)C(=O)/C1=C\c1ccc(OCC(=O)Nc2ccccc2)cc1	-3%	-3%	-7%	3%	47%	6	32%	0%	8%	15%	-9%
25	CC1CN(C(=S)Nc2ccc(Br)cc2Cl)CC(C)O1 (stereo not drawn)	0%	-1%	-27%	-9%	-26%	-3	13µM*	1%	8%	.	-1%
26	CC(=O)c1cccc(NC(=O)c2cc(-c3cccs3)on2)c1	1%	0.85µM*	-6%	-3%	10µM*	-6	-39%	?	?	?	-2%
27	Cn1c(SCC(=O)OC2CCCCC2)nnc1-c1ccco1	7%	-28%	-13%	-20%	0%	-9	-43%	2%	12%	-24%	0%
28	CC(=O)NC(c1ccc(Cl)cc1)c1c(O)ccc2ccc(O)cc12 (stereo not drawn)	1%	-1%	-5%[10 µM]	4%	0%	-20	13%	0%	-2%	?	-6%
29	O=C(Cn1cc(C(F)(F)F)cc(Cl)c1=O)NCc1ccccc1	?	?	-21%	2%	?	-8	-1%	?	?	-26%	?
30	CCOC(=O)N/N=C(/C)c1ccc([N+](=O)[O-])o1	0%	-1%	-7%	1%	.	.	-23%	-2%	3%	-7%	3%
31	Cc1nc(SCC(=O)NC(=O)NC2CCCCC2)nc(C)c1C	0%	2%	-7%	7%	2%	-17	4%	-2%	-1%	0%	-4%
32	Cc1cc(C)c2sc(NC(=O)c3ccc(N4C(=O)CCC4=O)cc3)nc2c1	3%	2.4µM*	?	-1%	-12%	-9	0.11µM*	12%	3%	.	-5%
33	C=CCn1c(SCC(=O)Nc2ccc3c(c2)OCO3)nc2ccccc2c1=O	0%	3%	10%	-14%	0%	3	-6%	-7%	0%	-1%	0%
34	C(=C\c1ccncc1)/c1ccncc1	-6%	5%	-14%	-1%	2%	24	-6%	3%	0%	.	2%
35	Cc1ccccc1Cn1ccc(NC(=O)c2cnn3c(C(F)(F)F)cc(-c4ccco4)nc23)n1	-2%	-3%	-2%	8%	-45%	13	6%	-21%	-10%	10%	-11%
36	COc1nc(-c2ccccc2)ccc1-c1noc(-c2ccccc2)n1	2.8µM*	24µM*	1%	-7%	6.3µM*	0	18%	18µM*	?	-9%	4µM*
37	CCN(CC)S(=O)(=O)c1ccc(N(C)C)c(NC(=O)CSCc2c(C)noc2C)c1	2%	-5%	-2%	-1%	-29%	6	12%	-4%	-50%[inhibitor]	.	0%
38	COC(=O)Cc1ccc(NC(=S)NCc2ccccc2)cc1	-1%	-26%	32µM*	0%	19%	-4	?	0%	5%	-3%	-1%
39	COc1ccc(C2(C)ON(c3ccccc3C(F)(F)F)C2=O)cc1 (stereo not drawn)	-3%	0%	.	.	11%	-25	.	-5%	10%	.	-7%
40	Cc1cc(C)cc(NC(=O)NCC(O)COc2ccc([N+](=O)[O-])cc2)c1 (stereo not drawn)	-1%	1%	-1%	6%	-3%	-7	13%	-3%	-6%	.	2%

Going on with the list:
no.	SMILES	Rab9 promoter act	FLuc modulator	Gal4-VP16 FLuc	PKM2 activator	BRCA1 expr act	Giardia killer	RORg inh	ELG1 genotoxic	p53 reactivation	Menin MLL FP TR	NPC1 prom act
41	CCC1=C(OC(=O)N(CC)CC)N2C(=O)OC(=NCC3CC3)[C@]2(Cc2ccccc2)[C@H]2C1=CC[C@H]1C(=O)N(c3ccccc3)C(=O)[C@H]12	-7%	2%	-3%&3%	-12%&0%	-48%	-7	?	-6%	0%	21%	-11%
42	CCOC(=O)c1sc(N)c(C#N)c1COC(=O)CNC(=O)c1ccccc1	-1%	3%	-5%	-1%	-2%	-9	41%	2%	0%	0%	4%
43	CC(C)c1nc(C#N)c(N2CCOCC2)o1	1%	3%	2%	-2%	-14%	15	8%	1%	-9%	5%	-2%
44	COc1ccc(S(=O)(=O)N2CCC(C(=O)NCCC(=O)Nc3cccc(Cl)c3)CC2)cc1	0%	2%	-7%	0%[0.46 µM]	17%	-28	1%	-4%	-15%	20%	0%
45	c1ccc2oc(SCc3cn4ccccc4n3)nc2c1	1.1µM*	9.5µM*	16µM*	-20%	96%	10	8.9µM*	4.6µM*	.	-12%	1.4µM*
46	CN1CCN(CCNC(=O)Nc2ccccc2[N+](=O)[O-])CC1	-3%	-1%	10%	.	4%	-6	28%	3%	8%	0%	0%
47	O=C(Cn1ccc([N+](=O)[O-])n1)N1CCc2ccccc21	-1%	-3%	-9%	-2%	3%	49[activator]	-3%	2%	0%	0%	-2%

The list is partial, so the mix of outcomes need not match the whole.
